# Source: PubChem BioAssay
# DAGLB inh: blocks human DAGLB lipase activity; Q8NCG7; HEK293T DAGLB membrane lysate, EnzChek fluorogenic substrate; inhibition, % at 5.17 µM; hit rate 0.059% among 340,000; AID 504411; in the data active = inhibition above about 34%;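 note: 0% = enzyme with vehicle and 100% = wells lacking enzyme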
# Target sequence (Q8NCG7 whole entry, looked up): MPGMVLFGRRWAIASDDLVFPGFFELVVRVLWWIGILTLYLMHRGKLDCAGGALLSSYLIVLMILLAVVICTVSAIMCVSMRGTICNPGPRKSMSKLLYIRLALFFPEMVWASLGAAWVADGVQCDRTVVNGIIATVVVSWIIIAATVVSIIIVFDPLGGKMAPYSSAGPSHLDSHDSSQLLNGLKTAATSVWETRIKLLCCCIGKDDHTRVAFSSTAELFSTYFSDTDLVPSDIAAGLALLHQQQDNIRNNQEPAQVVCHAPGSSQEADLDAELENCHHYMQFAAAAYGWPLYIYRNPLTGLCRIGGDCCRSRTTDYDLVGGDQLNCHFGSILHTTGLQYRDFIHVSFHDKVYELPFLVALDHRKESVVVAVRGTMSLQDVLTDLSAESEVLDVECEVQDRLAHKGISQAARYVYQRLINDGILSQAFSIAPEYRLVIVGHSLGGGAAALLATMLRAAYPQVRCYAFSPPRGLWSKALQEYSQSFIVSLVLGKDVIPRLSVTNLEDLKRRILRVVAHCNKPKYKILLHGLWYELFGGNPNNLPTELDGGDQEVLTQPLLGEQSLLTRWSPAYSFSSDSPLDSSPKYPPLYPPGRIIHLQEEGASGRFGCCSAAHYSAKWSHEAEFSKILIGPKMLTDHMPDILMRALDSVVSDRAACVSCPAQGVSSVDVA
# PKA-R1A activ: activates the PKA-R1A holoenzyme complex; AID 504707; PKA-R1A dissociation, Cy5-IP20 fluorescence polarization; scaled: DMSO 0%, 113 µM cGMP 100%; P00514+P68181; hit rate 0.083% among 340,000; activation, % at 11.4 µM;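 active = percent activation above the mean of all tested compounds plus 3 SD, cut at about 19% in these data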;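 note: higher means more PKAc released from R1A so a rise in polarization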
# E coli growth: bacterial growth inhibition, counter-screen for AddAB inhibitors. AID 449728. E. coli V3065 growth, OD600 absorbance, 18 h. inhibition, % at 11.9 µM. hit rate 0.27% among 330,000;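 active = inhibition above the campaign's mean inhibition across all tested compounds plus 3 SD, cut at about 9.9% in these data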;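 note: uninfected addAB+ strain grown without phage in ampicillin broth; 0% = DMSO wells and 100% = ciprofloxacin 0.95 µg/ml wells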
# Tat transport: inhibitors of E. coli Tat protein transport | AID 488895 | E. coli MC4100 TorA-mCherry Tat export, fluorescence | inhibition, % at 10 µM | hit rate 0.036% among 340,000;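 active = mean replicate inhibition at least 50% and at least half of replicates individually reaching 50%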;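 note: exported cargo escapes ClpAP degradation while cytoplasmic cargo is degraded and loses fluorescence; 0% = median of neutral control wells and 100% = median of NaSCN control wells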
# HTR5A ag: activates human HTR5A in OPRM1-OPRD1 agonist counter-screen; AID 504692; HTR5A agonist assay, luminescence, cell-based; P47898; hit rate 0.61% among 340,000; activation, % at 9.3 µM; in the data active = activation mostly above about 9.5%, no sharp cut-off; inactive = mostly below about 7.6%;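 note: 0% = cells with vehicle only and 100% = reference agonist; strong numbers were not always called active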
# phage Ecoli inh: E. coli growth loss with phage present; growth absorbance; inhibition, % at 11.9 µM; hit rate 0.26% among 360,000; AID 651602; in the data active = inhibition above about 11%
# SUMO Mot1 rescue: blocks SUMOylation pathway, rescuing yeast Mot1-301 growth. S. cerevisiae Mot1-301 growth rescue, ATP luminescence, 38.5C; percent above DMSO median, 100 means doubled. hit rate 1% among 320,000. growth rescue, % at 18.8 µM;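 active = every valid replicate shows activation above 250% relative to neutral control wells; inactive = the rest, any valid replicate at or below 250%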;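 note: OY570 slx delta 5 strain wells were the positive control but not used for scaling; some compounds called inactive have numbers as strong as hits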
# AddAB inh: less growth of phage-infected E. coli with AddAB; hit rate 0.29% among 330,000; E. coli expressing H. pylori AddAB, absorbance growth; inhibition, % at 11.9 µM; in the data active = inhibition above about 12%;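 note: 0% = vehicle wells of infected cells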
# CDK5 inh: blocks human CDK5/p35 kinase activity; Recombinant CDK5/p35, ADP-Glo luminescence, 60 min; inhibition, % at 10 µM; hit rate 0.01% among 330,000; AID 488839;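 active = highest replicate inhibition of at least 50% and at least 75% of replicates reaching 50%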;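 note: plate controls were DMSO neutral control for no effect and GW8510 at 10 µM for full effect; many of its hits are not listed in these tables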
# PKA-R2B act: activators of human PKA-R2B complex; P22694+P31323; PKA-R2B holoenzyme dissociation, Cy5-IP20 fluorescence polarization; R2B truncated from residue 108, S112A mutant; 0% DMSO only, 100% 113 µM cGMP; activation, % at 11.4 µM; hit rate 0.079% among 340,000; AID 504700;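 active = activation above a cutoff set at the mean over all compounds plus 3 SD, cut at about 18% in these data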;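 note: higher means more holoenzyme dissociation and a rise in polarization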
# Target sequence (P31323 whole entry, looked up, other chains not shown, the tested form may be a part): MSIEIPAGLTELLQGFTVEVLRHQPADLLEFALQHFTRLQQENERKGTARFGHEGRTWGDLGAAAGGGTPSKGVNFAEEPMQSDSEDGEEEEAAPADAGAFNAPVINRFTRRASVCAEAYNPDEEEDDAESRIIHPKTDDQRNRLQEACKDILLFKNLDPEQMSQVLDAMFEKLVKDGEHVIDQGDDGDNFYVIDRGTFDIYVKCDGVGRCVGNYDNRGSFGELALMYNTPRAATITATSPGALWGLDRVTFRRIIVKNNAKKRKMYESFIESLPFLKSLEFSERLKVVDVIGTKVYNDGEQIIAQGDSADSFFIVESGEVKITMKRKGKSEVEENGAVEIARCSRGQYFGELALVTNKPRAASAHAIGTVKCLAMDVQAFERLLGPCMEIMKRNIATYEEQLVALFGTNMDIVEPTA
# HTR5A inv ctr: inverse agonist of human HTR5A in OPRM1-OPRD1 counter-screen | P47898 | HTR5A cell line, luminescence, inverse agonism | inhibition, % at 9.3 µM | hit rate 0.083% among 340,000 | AID 504634; in the data active = inhibition mostly above about 23%, no sharp cut-off; inactive = mostly below about 18%;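 note: 0% = cells with DMSO and 100% = no-cell wells with DMSO; some compounds called inactive have numbers as strong as hits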
# * marks the source's active call; other numbers are inactive results; . = no result given.
# Fields – DAGLB inh, PKA-R1A activ, E coli growth, Tat transport, HTR5A ag, phage Ecoli inh, SUMO Mot1 rescue, AddAB inh, CDK5 inh, PKA-R2B act, HTR5A inv ctr
FCCCOc1ccc(/C=N/OCc2ccc(Cl)cc2)cc1
→ -12.3, -11.0, 1.4, 22.7, 0.9, 1.0, -6.3, 3.1, -2.4, -15.3, 2.2
O=C(NCc1ccc2c(c1)OCO2)C1CCCN(S(=O)(=O)c2cccc3cccnc23)C1 (stereo not drawn)
→ 3.3, 9.2, 3.3, 6.8, -0.6, 3.3, -5.2, 5.2, 2.2, -3.2, 1.6
CCN(CC(=O)NC1CCCC1)S(=O)(=O)c1ccc(F)cc1
→ -0.3, -6.9, -2.5, -2.7, 0.6, 1.2, 0.7, -7.3, 2.0, 1.0, 2.7
CCS(=O)(=O)N1Cc2ccccc2CC1C(=O)Nc1ccc(OC)cc1OC (stereo not drawn)
→ -0.7, -8.3, -1.4, -1.7, 1.6, 1.7, -8.8, -1.6, -0.1, -2.7, -5.8
O=C(COc1ccc(F)cc1)c1ccc2c(c1)CCCC2
→ -13.6, 4.9, 2.0, 0.4, -4.8, 1.6, 12.0, 1.7, 0.0, -0.3, 4.0
CC1CCCCC1NC(=O)COC(=O)c1ccc([N+](=O)[O-])o1 (stereo not drawn)
→ 0.2, -7.5, ., -5.3, 6.5, 4.9, ., ., -1.7, 9.0, 6.5
Cc1ccc(C(=O)O/N=C/c2ccc3c(c2)OCO3)cc1
→ -10.5, 8.5, 0.7, 7.3, 2.2, 5.5, 18.6, 3.9, 0.1, 5.0, 3.3
O=C(Nc1c2c(nn1-c1ccccc1)CS(=O)C2)c1ccco1 (stereo not drawn)
→ 2.2, 1.5, 1.4, 3.4, 1.8, 1.2, -3.1, 1.3, -0.1, -4.9, -30.4
Cc1cccc(N(C)S(=O)(=O)c2cc3c(cc2C)n(C)c(=O)c(=O)n3C)c1
→ 0.8, -5.5, -1.9, 1.1, -1.7, 1.8, 3.0, 3.9, 0.6, 4.9, 4.6
Cc1cc(-c2n[nH]c(=S)n2-c2ccccc2C)cs1
→ 4.4, 9.5, -1.1, 0.3, -1.3, -1.8, 69.8, 1.4, 0.0, -10.2, -14.1
COc1ccc([N+](=O)[O-])cc1/C=N/NC(=O)/C(=C\c1cccs1)NC(=O)c1ccccc1
→ 0.2, 4.8, 0.8, 0.0, 4.2, 3.6, 51.9, 3.0, 0.5, -1.1, 9.8
O=S(=O)(c1ccc2c(c1)C(=NO)c1cc(S(=O)(=O)N3CCCCC3)ccc1-2)N1CCCCC1
→ 0.5, -2.6, -5.8, 9.8, -1.1, 2.2, -5.7, -0.7, -0.7, 8.5, -18.0
CNC(=O)c1c(C)nc(SCC(=O)NCc2ccc(OC)cc2)c(C#N)c1-c1ccco1
→ -1.0, 3.5, -1.3, 1.1, 4.1, 1.6, -3.8, -3.2, -0.7, -8.0, -10.9
CCOC(=O)C1=CNS(=O)(=O)NC1c1cccc(O)c1 (stereo not drawn)
→ 1.5, -4.3, -1.8, -8.6, -2.8, 2.4, ., -2.2, -2.5, -7.4, 9.6
COc1ccc(NC(=S)NCCCN2CCN(C3CCCCC3)CC2)cc1
→ -2.6, 5.0, -1.7, -3.6, -1.4, 1.5, 4.6, 0.7, -4.2, -4.7, -20.1
CCN(CC)c1ccc(C2C(C(C)=O)C(=O)CC(C)(O)C2C(C)=O)cc1 (stereo not drawn)
→ 4.8, 3.6, 1.5, 15.6, 6.2, 3.2, 87.5, 2.2, -2.0, -3.3, -29.4
COc1cccc(NC(=O)c2cc(-c3ccco3)nc3ccccc23)c1
→ -0.3, -4.4, -1.8, 0.3, 3.2, 0.5, 11.2, -0.4, -0.7, -7.5, 16.8
N#CCC(=O)NNC(=S)Nc1ccccc1C(F)(F)F
→ 4.0, -5.2, 1.1, -2.1, 2.5, 3.6, -10.4, 1.4, -1.2, 2.5, -6.8
CC1CCN(S(=O)(=O)c2ccc3c(c2)CCN3C(=O)CCC(=O)O)CC1
→ 0.3, 2.5, -1.0, -0.1, -0.1, 2.7, 2.6, 0.3, 0.2, -9.3, 19.1
O=S(=O)(Nc1ncnc2sc3c(c12)CCC3)c1cc(F)ccc1F
→ 4.9, 2.0, -0.3, -0.5, 2.2, 4.1, 15.6, 0.5, -1.5, 1.0, -11.3

# An excerpt taken from the entries so far, for reference:
# Fields – DAGLB inh, PKA-R1A activ, E coli growth, Tat transport, HTR5A ag, phage Ecoli inh, SUMO Mot1 rescue, AddAB inh, CDK5 inh, PKA-R2B act, HTR5A inv ctr
COc1ccc([N+](=O)[O-])cc1/C=N/NC(=O)/C(=C\c1cccs1)NC(=O)c1ccccc1
→ 0.2, 4.8, 0.8, 0.0, 4.2, 3.6, 51.9, 3.0, 0.5, -1.1, 9.8
O=S(=O)(c1ccc2c(c1)C(=NO)c1cc(S(=O)(=O)N3CCCCC3)ccc1-2)N1CCCCC1
→ 0.5, -2.6, -5.8, 9.8, -1.1, 2.2, -5.7, -0.7, -0.7, 8.5, -18.0
CNC(=O)c1c(C)nc(SCC(=O)NCc2ccc(OC)cc2)c(C#N)c1-c1ccco1
→ -1.0, 3.5, -1.3, 1.1, 4.1, 1.6, -3.8, -3.2, -0.7, -8.0, -10.9
CCOC(=O)C1=CNS(=O)(=O)NC1c1cccc(O)c1 (stereo not drawn)
→ 1.5, -4.3, -1.8, -8.6, -2.8, 2.4, ., -2.2, -2.5, -7.4, 9.6
COc1ccc(NC(=S)NCCCN2CCN(C3CCCCC3)CC2)cc1
→ -2.6, 5.0, -1.7, -3.6, -1.4, 1.5, 4.6, 0.7, -4.2, -4.7, -20.1
CCN(CC)c1ccc(C2C(C(C)=O)C(=O)CC(C)(O)C2C(C)=O)cc1 (stereo not drawn)
→ 4.8, 3.6, 1.5, 15.6, 6.2, 3.2, 87.5, 2.2, -2.0, -3.3, -29.4
COc1cccc(NC(=O)c2cc(-c3ccco3)nc3ccccc23)c1
→ -0.3, -4.4, -1.8, 0.3, 3.2, 0.5, 11.2, -0.4, -0.7, -7.5, 16.8

# (continued)
# Fields – DAGLB inh, PKA-R1A activ, E coli growth, Tat transport, HTR5A ag, phage Ecoli inh, SUMO Mot1 rescue, AddAB inh, CDK5 inh, PKA-R2B act, HTR5A inv ctr
CN(c1ccc(C(=O)N2CCCCC2)cc1)S(C)(=O)=O
→ -1.2, -6.8, 2.0, -3.4, -1.3, 0.0, -15.4, 3.0, 3.4, -2.9, -3.2
Cc1cc([N+](=O)[O-])nn1CCCC(=O)Nc1sc2c(c1C(N)=O)CCCC2
→ -2.0, -10.9, -0.1, -6.0, 7.1, 1.7, 30.8, -1.3, 0.2, -2.6, -14.0
O=C(Nc1ccc(F)cc1)Nc1nnc(-c2ccccc2)o1
→ 0.7, 6.9, 1.3, -5.2, 2.1, 3.4, -16.9, 2.9, -0.5, -5.4, -4.9
O=C(NCc1ccc(F)cc1)c1ccc(CS(=O)(=O)c2ccc(Br)cc2)o1
→ 0.6, -10.0, 0.4, -0.1, 1.9, 3.1, -0.2, 0.8, -6.0, 3.2, -5.7
C=CCn1c(SCCOc2ccccc2)nnc1C(C)NC(=O)c1ccccc1 (stereo not drawn)
→ -0.1, 6.3, -2.9, -6.0, 8.7, 3.0, -18.6, 1.8, -1.0, -4.6, -26.7
CCOc1ccc2nc(/N=C/c3nc(-c4ccccc4)oc3O)sc2c1
→ -1.3, 3.7, -2.6, 3.0, -0.1, 3.2, 10.6, 4.5, 0.5, 8.3, 0.3
COc1ccccc1CNC(=O)C(=O)NCC1OCCN1S(=O)(=O)c1cccs1 (stereo not drawn)
→ 4.4, -4.6, 0.5, 10.3, 1.0, -2.8, -2.6, 1.6, -5.0, -9.8, -8.8
Cc1oc(-c2cccs2)nc1CNC[C@H]1O[C@@H](n2cnc3c(N)ncnc32)[C@H](O)[C@@H]1O
→ 1.1, 4.4, -3.9, -4.7, 0.5, 2.0, 7.0, -0.2, 2.4, -4.3, -1.7
O=C(NC(=S)NC1CCSC1=O)c1ccccc1Cl (stereo not drawn)
→ -1.7, -6.4, -0.1, -2.8, 1.5, 2.7, 145.6, 0.4, -1.1, -2.7, -5.7
CCOc1ccc(NS(=O)(=O)c2cc(NC(=O)CCC(=O)c3cccs3)ccc2Cl)cc1
→ 2.8, -8.1, -0.9, -4.6, -8.6, 5.0, 4.5, 2.5, -0.7, 1.8, 8.3
CC(C)CC(=O)NC(=S)Nc1ccc(S(=O)(=O)N2CCN(C)CC2)cc1
→ -1.1, 16.7, -0.5, -6.7, -2.5, 2.4, 6.9, 5.5, -0.4, 15.4, -0.5
CCN(CC)C(=O)CSc1nnc(-c2ccccc2)n1-c1ccccc1
→ 1.2, -5.6, -1.4, 26.2, 0.6, 0.5, -19.8, -0.3, -4.8, -7.6, 16.1
CC1CCCN(CCCNC(=O)c2cc3c(s2)-c2ccccc2OC3)C1 (stereo not drawn)
→ 1.6, -5.0, -3.7, 0.2, 11.4*, 2.4, 2.0, 2.9, -2.6, 4.3, -42.7
CC(C)(C)c1ccc(NC(=O)COC(=O)CCc2nc3ccccc3c(=O)[nH]2)cc1
→ 2.0, 7.8, 2.7, -12.0, 5.5, 4.9, -2.1, 5.6, -1.7, 1.3, -12.0
COC(=O)c1nnn(-c2nonc2N)c1COc1ccc(C=O)cc1OC
→ -3.0, 7.6, 2.1, 0.8, -5.1, -0.5, 6.1, 1.0, -2.6, 0.5, -4.9
CC(NC(=O)Nc1ccccc1C(F)(F)F)C1CCCO1 (stereo not drawn)
→ 0.3, 5.4, 0.2, -2.5, 0.9, 1.1, -11.1, 0.4, 1.9, -2.4, -7.4
O=C(C=Cc1cccs1)c1ccc(Cl)s1
→ -5.4, -7.4, ., 3.3, -3.6, 3.5, ., ., 0.6, -0.8, 14.2
Cc1nc2c3ccccc3nc(NNC(=O)CCC(=O)NCCC(C)C)n2n1
→ 0.2, 4.6, 0.5, 2.9, -3.8, 3.6, 15.6, -0.3, -0.1, -4.7, -11.1
CN1CCN(NC(=O)c2cn(-c3ccccc3)nc2-c2cccs2)CC1
→ -1.7, -8.9, -2.7, 3.3, -0.1, 5.2, -8.7, 2.9, 0.6, -2.5, -11.7
COC(=O)c1ccccc1OCC(=O)N1CCN(c2ccc(OC)cc2)CC1
→ 0.5, -10.3, -0.4, -1.5, -2.1, 1.5, 18.4, 0.8, 0.4, 1.4, -11.1
CC(=O)NC1(C(F)(F)F)C(=O)Nc2c1c(=O)[nH]c(=O)n2CCc1ccccc1 (stereo not drawn)
→ -0.6, -15.1, -1.7, -3.0, 1.8, 2.2, -9.1, 5.0, 2.7, -14.8, -4.5
